# E-sel TNF inh = TNF alpha driven E-selectin expression inhibition; HUVEC TNFa-induced E-selectin immunofluorescence, high content; inhibition, % at 2 µM; 0.71% of 120,000 active; AID 1246;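 active means inhibition above the batch mean plus 3 SD, and confirmed as a hit on visual image review, cut at about 43% in these data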;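 further: 0% = TNF-stimulated DMSO wells and 100% = unstimulated control wells; not every result past the cut was called active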
# Yeast growth inh = reduces growth of yeast BB579 in restrictive medium | inhibition, % at 10 µM | 0.51% of 140,000 active | AID 804 | S. cerevisiae BB579 growth, OD615, 48 h;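 active means inhibition above a set limit, 3 SD over the mean compound inhibition, cut at about 44% in these data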; further: inactives centre near -24
#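 Detection: OD615 turbidity measurement; Material: Saccharomyces cerevisiae DeaD strain BB579, replicative lifespan model yeast; Timing: 48 h exposure, 30 °C; Doses: single 10 µM dose; Medium: CSMM-D restrictive synthetic medium containing dextrose (glucose); Controls: amphotericin B at 10 µg/mL as positive control.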
# NPY-Y2 antag = antagonists of human neuropeptide Y receptor Y2. P49146. NPY-Y2 expressing cells, antagonist mode. inhibition, % at 2.7 µM. 0.99% of 140,000 active. AID 793; in the data active means inhibition above about 17%;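 further: 0% = vehicle with agonist challenge and 100% = reference antagonist with challenge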
# Target sequence (P49146 whole entry, looked up): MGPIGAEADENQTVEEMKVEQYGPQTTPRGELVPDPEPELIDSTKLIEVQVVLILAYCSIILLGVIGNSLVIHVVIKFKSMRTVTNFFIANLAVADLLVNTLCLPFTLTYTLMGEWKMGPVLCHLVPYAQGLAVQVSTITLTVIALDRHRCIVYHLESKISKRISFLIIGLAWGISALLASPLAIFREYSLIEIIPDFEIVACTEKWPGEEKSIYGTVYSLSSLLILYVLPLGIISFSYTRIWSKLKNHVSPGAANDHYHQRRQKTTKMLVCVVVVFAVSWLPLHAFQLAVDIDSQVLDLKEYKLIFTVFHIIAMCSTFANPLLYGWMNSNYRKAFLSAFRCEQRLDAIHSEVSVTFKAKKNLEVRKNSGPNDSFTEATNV
# Yeast life ext = extends the lifespan of yeast | 0.68% of 130,000 active | inhibition of the nicotinamide effect, % at 10 µM | S. cerevisiae growth with nicotinamide, OD615; deaD strain in restrictive glucose medium;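 active means inhibition above a set limit, placed 3 SD over the median of all compounds, cut at about 26% in these data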;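 further: 0% = nicotinamide-treated wells and 100% = cells grown without nicotinamide; some compounds called inactive have numbers as strong as hits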
#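 Assay system: engineered S. cerevisiae DeaD replicative-lifespan strain, galactose-grown log-phase cells; medium: restrictive CSMM-D dextrose medium; also added: nicotinamide, 1.5 mM, co-present with compound; schedule: 48 h compound exposure at 30 °C, humidified; detection: absorbance at 615 nm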
# Phagocyt inh = inhibitors of macrophage phagocytosis; J774A.1 macrophage IgG-bead phagocytosis, imaging; inhibition, % at 5 µM; 0.07% of 110,000 active;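 active means inhibition above the mean of the plate negative controls plus 5 SD, cut at about 13% in these data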;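 further: phagocytic index as fraction of beads internalized from green versus red external bead signal; plate controls were DMSO negative control for no effect and cytochalasin-D positive control for full effect; some results beyond the cut were filed as inactive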
# GALR2 blocker = blocks the human galanin receptor 2; GALR2-expressing cells, antagonist mode; inhibition, % at 4 µM; 0.39% of 140,000 active; in the data active means inhibition above about 27%;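 further: cells stimulated with galanin 1-16 at roughly its EC80; 0% = agonist challenge control and 100% = basal control without agonist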
# Target sequence (O43603 whole entry, looked up): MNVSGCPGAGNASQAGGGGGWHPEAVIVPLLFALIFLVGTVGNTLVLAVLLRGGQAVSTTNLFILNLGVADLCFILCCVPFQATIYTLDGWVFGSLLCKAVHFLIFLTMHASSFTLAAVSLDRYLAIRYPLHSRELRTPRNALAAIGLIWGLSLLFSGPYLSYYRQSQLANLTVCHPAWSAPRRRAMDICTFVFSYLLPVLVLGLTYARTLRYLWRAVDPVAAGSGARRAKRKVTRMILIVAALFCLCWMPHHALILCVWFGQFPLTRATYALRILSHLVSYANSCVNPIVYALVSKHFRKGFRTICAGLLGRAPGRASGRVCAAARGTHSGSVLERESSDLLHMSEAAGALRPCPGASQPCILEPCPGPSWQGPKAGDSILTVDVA
# PTEN del growth = PTEN-deleted cell growth suppression; HCT116 PTEN-null viability, CellTiter-Glo, 60 h; active compounds read low; viability, % at 10 µM; 1.2% of 140,000 active;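 active means viability at or below a set limit, 4 SD under the median of all tested compounds, cut at about 3.7% in these data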;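 further: PTEN knockout HCT116 line with beta catenin targeted HCT116 as companion control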
# MRP1 act = MRP-1 activation; H69AR cells + doxorubicin, viability rescue, CellTiter-Glo; viability increase, % at 10 µM; 0.61% of 140,000 active; AID 799;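 active means viability gain under doxorubicin at or above a set limit, the compound median plus 3 SD, cut at about 4.7% in these data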;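 further: MRP-1 overexpressing cells given doxorubicin 25 µM after compound pretreatment; 18-22 h compound pretreatment then 72 h with doxorubicin before readout; 0% = doxorubicin-only wells and 100% = vehicle-treated cells without doxorubicin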
# bCat KO growth = beta-catenin-lacking colon tumor cell growth suppression; 1.5% of 140,000 active; AID 818; HCT116 beta-catenin knockout viability, CellTiter-Glo, 60 h; active compounds read low; viability, % at 10 µM;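 active means viability at or under a set limit, the compound median less 4 SD, cut at about 6% in these data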;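 further: 0% = Hyamine 1622 control at 20 µM and 100% = untreated cell control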
# Measles CPE = protection of cells from measles virus | 1.5% of 140,000 active | Measles virus-infected cells, CPE protection, absorbance | protection (pct of control), % at 4 µM; in the data active means protection mostly above about 24%, no sharp cut-off; inactive means mostly below about 26%; further: some compounds called inactive have numbers as strong as hits
# The depositor's hits bear a star; . = no result given.
SMILES,E-sel TNF inh,Yeast growth inh,NPY-Y2 antag,Yeast life ext,Phagocyt inh,GALR2 blocker,PTEN del growth,MRP1 act,bCat KO growth,Measles CPE
Cc1ccc(NC(=S)N(C)Cc2cn(C)c3ccccc23)cc1,.,-31,0,-4,-11,17,78,-2.3,81,7
O=C(COC(=O)c1cccc2ccccc12)Nc1ncc(C(F)(F)F)cc1Cl,-17,-61,12,3,0,-1,100,-0.4,94,6
COc1cccc(NC(=O)c2ccc(NC(=O)C(C)(C)C)cc2)c1,-2,-35,2,1,-4,-1,91,1.3,96,4
CCOc1ccc(NC(=O)C2CCCN(S(=O)(=O)c3cccc4nsnc34)C2)cc1 (centres undefined),-3,-70,-2,-4,0,-10,103,-0.4,99,15
Cc1ccc(Nc2nc3ccccc3c(=O)s2)cc1C,11,-11,-4,6,0,0,90,-0.1,95,3
COc1ccc(/C=N/NC(=O)c2nc(-c3ccccc3)n(-c3ccccc3)n2)cc1,.,-42,5,0,-14,8,90,-1.7,91,15
COc1ccc(CNC(=O)COC(=O)CC2CC3CCC2C3)cc1OC (centres undefined),.,-1,-1,-2,-1,14,98,0.7,101,18
O=S(=O)(NCCCO)c1ccc2c(c1)Cc1cc(S(=O)(=O)NCCCO)ccc1-2,-37,-30,2,3,2,7,103,0.2,101,4
O=C(O)CCC(NS(=O)(=O)c1ccc(N2CCCC2=O)cc1)C(=O)O (centres undefined),-18,-21,4,-6,2,17,107,-0.3,96,11
Cc1occc1C(=O)NNC(=O)C(c1ccccc1)c1ccccc1,7,-49,5,-13,-1,-7,89,0.0,107,10
CCN(C(=O)COC(=O)c1ccccc1Nc1cccc(C)c1C)C1CCS(=O)(=O)C1 (centres undefined),-23,-40,3,-9,.,-6,73,-1.3,89,30
CCCN(CC1CC1)c1nc(N)c2c(N)nc(OC)cc2c1C#N,.,-60,-4,-21,-2,8,71,-4.5,65,7
C/C(=N\NC(=O)c1c(Cl)cnn1C)c1cccc(NC(=O)C(C)C)c1,4,-43,1,6,-4,8,94,1.9,105,7
CCc1cc2ccccc2nc1SCC(=O)Nc1cc(OC)c(OC)cc1C(=O)O,5,-19,4,2,-3,-8,102,-1.9,102,8
COc1ccc(S(=O)(=O)Nc2cc(Cl)ccc2OC)cc1,.,-45,-2,-1,2,1,18,-3.6,19,11
CC(NS(=O)(=O)c1ccc(CCC(=O)N2CCN(C)CC2)cc1)c1ccccc1 (centres undefined),-18,-27,2,0,-2,9,107,-0.3,100,3
CCCCc1ccc(-n2nnnc2SCC(=O)Nc2cc(OC)c([N+](=O)[O-])cc2C)cc1,.,-20,3,16,-2,-3,80,-0.7,87,3
O=C(OCc1cc(=O)n2cc(Br)ccc2n1)c1ccc(Cl)c(S(=O)(=O)NCc2ccccc2)c1,.,-10,1,4,0,8,85,1.7,88,25
O=C(c1ccc(=O)n(Cc2ccccc2)n1)N1CCN(C/C=C/c2ccccc2)CC1,.,-38,1,-6,-2,-2,53,-2.4,46,4
Cc1ccc(Nc2nc(CSc3nnc(-c4ccccc4C)n3C)cs2)cc1,.,-14,6,-1,-4,11,67,3.0,65,2
CCOc1ccc2c(c1)OC(c1ccccc1)(C(F)(F)F)NC2=O (centres undefined),.,-28,4,20,-6,0,109,-0.7,89,4
Cc1cccc(Oc2ncnc3oc(-c4ccccc4)cc23)c1C,31,-55,3,-7,0,3,84,1.4,105,17
COc1ccc(N2C(=NC(C)=O)SC3CS(=O)(=O)CC32)cc1OC (centres undefined),-1,31,2,-8,-1,1,96,-0.2,97,11
Oc1ccccc1-c1cc(C(F)(F)C(F)F)[nH]n1,3,19,-1,-9,0,2,81,-3.6,82,3
Fc1ccccc1CSc1nncn1NC/C=C/c1ccccc1,4,-24,2,-13,.,0,88,-3.3,86,15
OCCN1CN=C(Nc2nc3ccccc3o2)NC1,-63,5,1,-17,-1,-1,99,1.1,99,8
Cc1cc(C)cc(N2CCN(C(=O)N3CCOCC3)CC2)c1,.,-55,2,-12,1,-8,98,-0.7,95,42
CC1CCCN(S(=O)(=O)c2ccc(NC(=O)c3cccc(-n4cnnn4)c3)cc2)C1 (centres undefined),-1,-49,-1,-30,1,5,48,-3.9,36,11
CCOC(=O)N1CCN(C(=O)C2CC(c3ccccc3OC)=NO2)CC1 (centres undefined),.,11,0,-14,-1,2,103,1.0,101,6
CCN=C(NCC)SC1CC(=O)N(c2ccccc2)C1=O (centres undefined),.,-10,2,1,.,7,90,-3.0,99,12
Cc1nnsc1C(=O)N/N=C/c1ccccc1,.,-10,2,-8,-4,-1,99,0.9,95,10
O=C(N/N=C/c1ccc(O)cc1)/C(=C/c1ccccc1)CCO,.,-9,1,-5,0,-3,95,0.1,88,16
COC(=O)c1c(NC(=O)CN2C(=O)c3ccccc3C2=O)sc(Cc2ccc3c(c2)OCO3)c1C,-2,3,3,5,.,2,98,-1.8,99,6
COCC(=O)Nc1nc2ccc(S(C)(=O)=O)cc2s1,.,-30,-1,-6,-1,-2,100,-0.5,106,7
CCOc1cc(/C=N/NC(=O)Cc2ccc(C(F)(F)F)cc2[N+](=O)[O-])ccc1O,.,-42,-2,-1,-12,14,97,-1.4,94,2
Cc1c(Nc2nc(-c3ccc(Cl)cc3)cs2)c(=O)n(-c2ccccc2)n1C,-30,15,0,-8,-15,5,101,0.9,94,10
C/C=C/Cn1c(N(C)Cc2ccccc2)nc2c1c(=O)[nH]c(=O)n2C,-2,6,3,-7,1,7,89,0.1,89,14
O=C(c1cccs1)c1coc2ccc(O)cc12,-2,-29,1,-15,0,7,99,-3.3,116,8
Cc1ccc(C(C)NC(=O)c2ccco2)cc1 (centres undefined),-3,-4,0,.,.,4,99,-2.0,91,15
COc1ccc2[nH]cc(C(O)CN3CCN(c4ccccc4)CC3)c2c1 (centres undefined),-4,7,5,1,4,-3,86,-1.6,87,5
O=C1N2c3ccccc3CCc3cccc(c32)C1(O)C(F)(F)F (centres undefined),-16,-5,2,-7,.,-5,102,-1.0,94,12
O=C(CN1CCN(c2ccccc2F)CC1)c1ccc2cc[nH]c2c1,-9,-13,3,2,-1,-9,95,-3.7,88,8
O=C(CNC(=S)NC(=O)c1cccs1)c1ccccc1,.,-9,0,-6,3,-3,75,-2.0,78,13
CC(C)CN(CC(C)C)S(=O)(=O)N1CCC(C(=O)NCCN2CCOCC2)CC1,-8,-30,-1,-10,.,-2,97,-1.3,92,4
N#CCc1nc(CSc2nc3ccccc3o2)cs1,.,-22,0,-20,-1,-1,93,-0.6,101,6
O=C1CCCN1CCCN1C(=O)N[C@@H](Cc2ccccc2)C1=O,-12,-16,1,-7,0,-5,94,-0.9,96,3
Cc1ccnc2nc(C(=O)OCC(=O)NCCc3ccccc3)nn12,26,-48,3,-1,3,-2,92,0.0,92,3
Cc1cc(NS(=O)(=O)c2ccc(NC(=O)CSc3nnc(-c4ccco4)n3C)cc2)nc(C)n1,.,-11,5,2,0,-7,107,4.6,101,13
CCOC(=O)Cc1csc(/N=C/c2c(O)n(-c3ccc(C)c(C)c3)c(=O)c3ccccc23)n1,.,-5,2,3,-17,-1,17,-6.0,27,10
CCn1c(SCC(=O)NCCOc2ccccc2)nc2ccccc2c1=O,-13,19,8,-8,1,-14,94,-0.9,91,11
CCC1(CC)C(=O)C(C)(C)C(=O)OC1c1cccs1 (centres undefined),-8,-52,5,-3,1,-15,89,0.0,82,40
N#C/C(=C(/O)CN1C(=O)c2ccccc2C1=O)c1nc2ccccc2[nH]1,5,-75,1,7,0,-11,109,-0.3,96,2
COc1ccc(CCNc2ncnc3nc[nH]c23)cc1OC,-17,-11,1,-3,-1,14,78,-0.9,77,4
O=C(c1ccccc1Cl)N1CCN(c2ccccn2)CC1,-40,-19,1,-2,2,15,100,-0.2,91,1
Cn1c(CNc2ccc(Cl)cc2)nnc1SCc1ccccc1,-9,-27,7,-1,2,-11,90,0.6,104,2
Cc1ccc(N2C(=O)C(Cl)=C(NCCO)C2=O)c(C)c1,12,-5,5,-4,-1,2,99,0.4,96,6
COc1ccc(N2CCN(C(CNS(=O)(=O)c3cc(F)ccc3F)c3cccnc3)CC2)cc1 (centres undefined),2,-26,1,-11,0,-8,96,-0.5,93,9
Cc1cc(C)n2cc(CSc3nnnn3-c3ccccc3C)nc2n1,-5,5,2,-20,1,-10,99,-1.7,89,6
Nc1ccc(Cc2nc3cc4ccccc4cc3[nH]2)cc1,-47,-41,5,-21,-3,6,78,-0.8,92,43
Cc1c(C(=O)NCCCc2ccccc2)cccc1[N+](=O)[O-],.,-3,-1,-1,-8,-3,45,-0.4,46,3
# (continued)
SMILES,E-sel TNF inh,Yeast growth inh,NPY-Y2 antag,Yeast life ext,Phagocyt inh,GALR2 blocker,PTEN del growth,MRP1 act,bCat KO growth,Measles CPE
O=C(c1nn(Cc2ccccc2)c(=O)c2ccccc12)N1CCc2ccccc2C1,19,-37,11,-1,-2,-7,70,-3.6,76,4
NC(=O)C1CCCN(C(=S)Nc2ccccc2)C1 (centres undefined),-4,-59,0,5,.,0,97,-0.8,88,32
COc1ccc(CCNc2nnc(C)c(=O)[nH]2)cc1OC,-12,-13,0,-4,0,11,96,-2.4,98,23
Cc1ccc(SCC(=O)N2CCc3ccccc32)cc1,-19,-29,9,.,.,-11,111,0.4,94,10
CCn1c(=O)c2c(nc(SCc3ccccn3)n2C)n(C)c1=O,-10,-8,4,-23,0,-11,103,-2.5,94,8
CCC(Cc1ccccc1)NC(=O)CSc1ccsc1[N+](=O)[O-] (centres undefined),-2,-19,2,-7,.,-17,80,-3.6,88,32
CCOc1ccccc1CNC(=O)c1ccc(Sc2ccc(Cl)cc2)c(NC(C)=O)c1,15,-28,2,1,-1,1,86,0.2,82,16
O=C(Cc1cn2ccsc2n1)Nc1nc2c(s1)CCCC2,.,-7,-4,-7,-1,3,96,-0.1,93,1
COc1ccc(S(=O)(=O)CCc2nnc(NC(=O)c3cccs3)s2)cc1,-30,-65,0,-15,-2,3,104,-0.8,103,18
CCc1c(C)sc(NC(=O)c2cc(-c3cc(OC)ccc3OC)on2)c1C#N,.,-42,0,-1,-1,-27,6,-5.1,9,8
COc1ccc2[nH]c(C)c(C(=O)CN3CCOCC3)c2c1,.,-55,0,-6,4,-9,99,-0.8,95,19
Cc1ccc(C)c(N2CCN(CCCNC(=O)Cn3cc4c(n3)CCCCC4)CC2)c1,-6,-31,7,-3,0,3,1.7*,-5.3,2.1*,3

# Full records as entered above. Values in the order: E-sel TNF inh | Yeast growth inh | NPY-Y2 antag | Yeast life ext | Phagocyt inh | GALR2 blocker | PTEN del growth | MRP1 act | bCat KO growth | Measles CPE
# CCn1c(=O)c2c(nc(SCc3ccccn3)n2C)n(C)c1=O as listed: -10 | -8 | 4 | -23 | 0 | -11 | 103 | -2.5 | 94 | 8
# CCC(Cc1ccccc1)NC(=O)CSc1ccsc1[N+](=O)[O-] (centres undefined) as listed: -2 | -19 | 2 | -7 | . | -17 | 80 | -3.6 | 88 | 32
# O=C(Cc1cn2ccsc2n1)Nc1nc2c(s1)CCCC2 as listed: . | -7 | -4 | -7 | -1 | 3 | 96 | -0.1 | 93 | 1

# Screens: PubChem, several laboratories
